# Bioassay records from PubChem BioAssay.
# Dyrk1A ADPGlo: rat Dyrk1A kinase inhibitors, primary screen, biochemical, single point, plate reader; inhibition, % at 12.5 µM; AID 504441, 2011; ADP-Glo luminescence, NFATc1 peptide; Dual specificity tyrosine-phosphorylation-regulated kinase 1A (Rattus norvegicus), Q63470; 0.43% of 310,000 active; in the data active = inhibition above about 50%;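 also: plate controls were vehicle with enzyme for no effect and no enzyme for full effect; many of its hits are not listed in these tables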
# KCNK9 inh: KCNK9 potassium channel inhibitors, primary screen, HEK293 cells, thallium flux. B-score at 10 µM. FluxOR thallium flux fluorescence; active compounds read low. 1.2% of 310,000 active;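 active = ratio B-score over 3 SD below the library mean, with starting fluorescence within 5 SD of its mean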;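 also: negative B-score means less thallium flux so channel inhibition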
# RGS4 act: RGS4 potentiators or activators, primary screen, cell-based, HEK293 M3R inducible RGS4, calcium flux. B-score at 10 µM. AID 463111, 2010. 0.92% of 310,000 active. carbachol calcium flux Fluo4; active compounds read low;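 active = B-score of the integrated calcium signal more than 4 SD below the library mean, with starting fluorescence not abnormally high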;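 also: negative B-score means reduced calcium response which marks RGS4 activation or potentiation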
#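 Detection: kinetic calcium fluorescence imaging with Fluo4-AM dye, 2 µM / Material: HEK293 cells with stable M3R and inducible RGS4 / Schedule: recording 10 s baseline at 1 Hz, 100 s post-agonist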
# RGS4 block: RGS4 inhibitors, primary screen, cell-based, HEK293 M3R inducible RGS4, calcium flux. Regulator of G-protein signaling 4 (Homo sapiens), P49798. Fluo-4 calcium flux; active compounds read high; triggered by carbachol at its EC20. B-score at 10 µM. 0.45% of 310,000 active. AID 463165, 2010;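 active = B-score, a plate-corrected calcium signal, over three deviations above library mean, with baseline fluorescence within five deviations of library mean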;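 also: RGS4 expression induced by doxycycline in cells with stable M3 receptor; B-score is computed from the integrated fluorescence ratio over baseline after carbachol; higher B-score means a larger calcium signal and so more RGS4 inhibition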
# Target sequence (P49798 whole entry, looked up): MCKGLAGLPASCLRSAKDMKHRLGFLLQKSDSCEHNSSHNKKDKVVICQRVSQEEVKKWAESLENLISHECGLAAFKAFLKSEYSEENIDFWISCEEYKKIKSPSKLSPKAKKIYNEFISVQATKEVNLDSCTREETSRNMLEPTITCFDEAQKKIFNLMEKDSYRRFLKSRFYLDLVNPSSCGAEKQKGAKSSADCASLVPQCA
# KCNK3 inh: human KCNK3 channel inhibitors, primary screen, CHO cells, FluxOR thallium flux, B-score; AID 602410, 2012; FluxOR fluorescence; active compounds read low; 0.84% of 340,000 active; Potassium channel subfamily K member 3 (Homo sapiens), O14649; B-score at 10 µM;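 active = B-score under library mean minus 4 SD, starting fluorescence ratio at most library mean plus 5 SD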;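 also: more negative B-score means stronger inhibition of thallium flux through KCNK3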
# Target sequence (O14649 whole entry, looked up): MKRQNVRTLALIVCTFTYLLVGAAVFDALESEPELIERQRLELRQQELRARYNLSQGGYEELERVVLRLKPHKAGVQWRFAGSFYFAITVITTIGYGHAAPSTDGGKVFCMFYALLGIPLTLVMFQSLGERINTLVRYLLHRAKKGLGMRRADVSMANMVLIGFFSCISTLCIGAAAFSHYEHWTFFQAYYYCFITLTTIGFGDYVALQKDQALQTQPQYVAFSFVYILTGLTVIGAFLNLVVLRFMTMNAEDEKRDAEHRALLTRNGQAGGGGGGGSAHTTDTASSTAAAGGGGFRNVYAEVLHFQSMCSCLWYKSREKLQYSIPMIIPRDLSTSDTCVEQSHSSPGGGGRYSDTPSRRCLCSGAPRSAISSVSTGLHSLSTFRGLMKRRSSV
# KCNQ1 pot: potentiators or activators of KCNQ1 channel, primary screen, cell-based, thallium flux, high-throughput; Potassium voltage-gated channel subfamily KQT member 1 (Homo sapiens), P51787; CHO-K1 KCNQ1, thallium flux FluxOR fluorescence; active compounds read high; B-score at 10 µM; 0.35% of 310,000 active;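 active = fluorescence ratio B-score, a plate-corrected score, at least three library SD, with initial intensity B-score within 5 SD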
#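 Material: CHO-K1 cells stably expressing KCNQ1. Medium: assay buffer for compound exposure, DMSO matched across wells. Reagent: K+/Tl+ depolarizing stimulus. Compound dosing: single-concentration screen. Times: 37 °C overnight plating, 90-min dark dye load, 20-min compound pretreatment. Technique: FluxOR Tl+ flux fluorescence.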
# GSK3 alpha inh: blockers of GSK3A enzyme activity – biochemical, luminescence, cell-free homogeneous, HTS, primary screen. GSK-3 alpha kinase, ADP-Glo luminescence, 60 min. inhibition, % at 10 µM. AID 2650, 2010. Glycogen synthase kinase-3 alpha (Homo sapiens), P49840. 0.1% of 320,000 active;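 in the data active = inhibition above about 50%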;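 also: GST-tagged GSK-3 alpha with peptide substrate and 25 µM ATP; 0% = DMSO neutral wells and 100% = GW8510 positive control wells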
# hERG rescue: hERG rescue from dofetilide block, primary screen, cell-based, CHO-hERG, FluxOR thallium flux, dofetilide IC70; dofetilide IC70 present; 0.51% of 310,000 active; activation (rescue from dofetilide block), less the hit threshold, % at 10 µM;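 active = activation above the mean of controls blocked by dofetilide plus 5 SD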;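 also: thallium influx through hERG after potassium depolarization seen as dye fluorescence rise; in these data hits start at about 4.7%; inactives centre near -7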
# KCNQ1 inh: inhibitors of human KCNQ1 channel, primary screen, cell-based, thallium flux, high-throughput | 1.3% of 310,000 active | B-score at 10 µM | CHO-K1 KCNQ1, FluxOR thallium flux fluorescence; active compounds read high | Potassium voltage-gated channel subfamily KQT member 1 (Homo sapiens), P51787 | AID 2642, 2010;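 active = compounds whose thallium flux B-score, printed positive for inhibition, exceeds three library SD while starting fluorescence stays within three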;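 also: channel opened by potassium depolarization with thallium stimulus after 20 min compound exposure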
# PolyA inhibitor: polyadenylation inhibitors in yeast reporter cells, primary screen, luminescence, S. cerevisiae; S. cerevisiae SKY197-pL101 polyadenylation reporter, beta-gal luminescence; efflux-impaired pdr1/pdr3 knockout yeast; score 100 = 6 SD above DMSO; 0.02% of 300,000 active; calls only at 12 µM;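 active = lowest replicate activity score at least 50, where 100 means six control SD above control mean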;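 also: yeast exposed to compound for 9 h at 30 °C; higher score means more reporter readthrough which indicates perturbed polyadenylation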
# GSK3beta inhib: human GSK3beta kinase inhibitors, primary screen, biochemical, cell-free homogeneous, HTS | Glycogen synthase kinase-3 beta (Homo sapiens), P49841 | GST-GSK3beta kinase, ADP-Glo luminescence, 60 min; active compounds read low | activity score (negative = inhibition), % at 10 µM | 0.038% of 300,000 active;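 active = more than half of replicate wells score below -50%, meaning over 50% inhibition versus plate controls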;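 also: 0% = median DMSO wells and -100% = median GW8510 positive control wells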
# Target sequence (P49841 whole entry, looked up): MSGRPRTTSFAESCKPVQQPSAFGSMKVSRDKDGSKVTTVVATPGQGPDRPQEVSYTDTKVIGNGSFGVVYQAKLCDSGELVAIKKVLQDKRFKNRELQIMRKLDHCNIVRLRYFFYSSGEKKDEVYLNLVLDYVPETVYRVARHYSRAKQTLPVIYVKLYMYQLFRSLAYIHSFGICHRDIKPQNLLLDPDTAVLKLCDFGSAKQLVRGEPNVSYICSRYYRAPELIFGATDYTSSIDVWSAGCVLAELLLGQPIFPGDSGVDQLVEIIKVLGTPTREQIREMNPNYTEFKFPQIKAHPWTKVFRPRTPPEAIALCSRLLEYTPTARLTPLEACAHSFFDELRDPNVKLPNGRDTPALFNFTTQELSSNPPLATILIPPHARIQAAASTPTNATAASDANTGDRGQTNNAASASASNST
#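 Assay system: GST-fused GSK3beta enzyme, cell-free / Medium: Tris pH 7.5 buffer with MgCl2, DTT, BSA, heparin / Also added: peptide substrate plus 25 µM ATP (final) / Compound: 10 µM single point / Timing: kinase reaction with compound 60 min at room temperature / Detection: ADP-Glo luminescence / Benchmarks: DMSO neutral wells and GW8510 at 20 µM as positive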
# * marks the source's active call; other numbers are inactive results; i = inactive; nt = no result given.
SMILES,Dyrk1A ADPGlo,KCNK9 inh,RGS4 act,RGS4 block,KCNK3 inh,KCNQ1 pot,GSK3 alpha inh,hERG rescue,KCNQ1 inh,PolyA inhibitor,GSK3beta inhib
COc1ccc(-c2cc(=O)oc3cc(OCC(=O)N4CCOCC4)ccc23)cc1,0,i,i,i,i,i,0,-6,i,i,6
Cc1ccc(NC(=O)CS(=O)CC(=O)N(CC(=O)NC(C)(C)C)c2cccc(C)c2C)cc1 (stereo not given),-2,i,i,i,i,i,-2,-4,i,i,-2
O=C1COc2ccc(S(=O)(=O)Nc3cccc(Cl)c3)cc2N1,-13,i,i,i,i,i,-1,-12,i,i,3
Cn1c(CCNS(=O)(=O)c2ccccc2)nc2cc([N+](=O)[O-])ccc21,-1,i,i,i,i,i,-1,-2,i,i,2
CC(=O)c1ccccc1OC(=O)c1ccco1,-1,i,i,i,i,i,-2,-3,i,i,1
Cc1ccc2nc(-c3ccc(SCC(=O)Nc4ccc5c(c4)OCCO5)nc3)[nH]c2c1,-4,i,i,i,i,i,-2,-2,i,i,0
CC(=O)NCCN=Cc1sc2ccccc2c1O,-5,i,i,i,i,i,1,-5,i,i,-1
CN1CCN(CCC(=O)Nc2ccc(OCc3ccccc3)cc2)CC1,1,i,i,i,i,i,-4,-3,i,i,2
CC(=O)c1c(C)[nH]c(C(=O)CSc2nnc3ccccn23)c1C,-5,i,i,i,i,i,-2,-4,i,i,-2
Cc1ccc2c(c1)N(CC(=O)NC1CCCCCC1)C(=O)c1cccnc1O2,-1,i,i,i,i,i,-1,-11,i,i,-1
COc1ccc(C(=O)Nc2ccc(NC(=O)c3cccs3)cc2)cc1Cl,-1,i,i,i,i,i,-3,-1,i,i,1
CC(C)(CNC(=O)c1ccccc1F)CNC(=O)c1ccccc1F,0,i,i,i,i,i,0,-14,i,i,3
Cc1ccc(S(=O)(=O)C2(C(=O)NCc3ccccc3Cl)CC2)cc1,13,i,i,i,i,i,0,-8,i,i,0
O=C(CCSCCC(=O)N1CCCC1)N1CCCC1,1,i,i,i,i,i,0,-16,i,i,5
Cc1nn(C(=O)c2ccc3c(c2)OCO3)c(N)c1-c1ccccc1,-1,i,i,i,i,i,2,-3,i,i,-4
CCc1nnc(NC(=O)CN2CC(C)OC(C)C2)s1 (stereo not given),7,i,i,i,i,i,0,-2,i,i,0
COc1ccc(C2=NN3C(=O)c4c(ccc(OC)c4OC)C3C2)cc1 (stereo not given),-4,i,i,i,i,i,-1,-16,i,i,-1
COC(=O)c1ccccc1NCCO,-4,i,i,i,i,i,-1,-9,i,i,3
CCSc1nnc(NC(=O)c2cc(-c3ccccc3O)n[nH]2)s1,-4,i,i,i,i,i,2,-7,i,i,2
CCCCOc1ccc(Cl)cc1Nc1nc(NCCO)nc(N2CCCC2)n1,-11,i,i,i,i,i,-1,-7,i,i,0
C/C(=N\NC(=O)c1nnn(-c2nonc2N)c1-c1ccccc1)c1ccccc1O,4,i,i,i,i,i,0,-9,i,i,2
CCCC(=O)Nc1ccc(C(=O)NCCc2ccc(F)cc2)cc1,-5,i,i,i,i,i,1,-3,i,i,0
Cc1ccc(CN2CC(C(=O)N(C)CC(=O)Nc3cccc(F)c3)CC2=O)cc1 (stereo not given),2,i,i,i,i,i,0,-9,i,i,2
COc1ccc2nc(SCC(=O)Nc3ccc(S(=O)(=O)N4CCCC4)cc3)c(C#N)cc2c1,0,i,i,i,i,i,5,-12,i,i,1
CN(CC(=O)N1CCN(c2ccc(F)cc2)CC1)S(=O)(=O)c1ccc(F)cc1,-3,i,i,i,i,i,0,-6,i,i,2
CC(=O)c1ccc(S(=O)(=O)N2CCC(NC(=O)c3ccccc3)CC2)cc1,-2,i,i,i,i,i,-2,-5,i,i,-1
O=C(O)c1cc(N/N=C/C=C/c2ccccc2[N+](=O)[O-])ccc1Cl,4,i,i,i,i,i,2,-12,i,i,1
COc1ccc(NC(=O)Cn2nnc(C(=O)NCc3cccs3)c2N)c(OC)c1,2,i,i,i,i,i,0,-6,i,i,-1
CCCOc1cccc(-c2cc(C(=O)NN)c3ccccc3n2)c1,-5,i,i,i,i,i,-3,-18,i,i,0
COc1ccccc1NC(=S)NC(=O)/C=C/c1cccs1,-2,i,i,i,i,i,2,-6,i,i,0

# Gathered by group, those above containing a thiophene ring, fused or not (four)
SMILES,Dyrk1A ADPGlo,KCNK9 inh,RGS4 act,RGS4 block,KCNK3 inh,KCNQ1 pot,GSK3 alpha inh,hERG rescue,KCNQ1 inh,PolyA inhibitor,GSK3beta inhib
CC(=O)NCCN=Cc1sc2ccccc2c1O,-5,i,i,i,i,i,1,-5,i,i,-1
COc1ccc(C(=O)Nc2ccc(NC(=O)c3cccs3)cc2)cc1Cl,-1,i,i,i,i,i,-3,-1,i,i,1
COc1ccc(NC(=O)Cn2nnc(C(=O)NCc3cccs3)c2N)c(OC)c1,2,i,i,i,i,i,0,-6,i,i,-1
COc1ccccc1NC(=S)NC(=O)/C=C/c1cccs1,-2,i,i,i,i,i,2,-6,i,i,0

# Next records
SMILES,Dyrk1A ADPGlo,KCNK9 inh,RGS4 act,RGS4 block,KCNK3 inh,KCNQ1 pot,GSK3 alpha inh,hERG rescue,KCNQ1 inh,PolyA inhibitor,GSK3beta inhib
Cc1cnn(-c2cc(N/N=C/c3ccc(F)cc3)ncn2)c1,-3,i,i,i,i,i,nt,-7,i,i,3
CN(c1ccccc1)S(=O)(=O)c1cccc(C(=O)OCC(=O)NCc2ccc3c(c2)OCO3)c1,0,i,i,i,i,i,1,-8,i,i,2
CCOCCCNC(=O)CN1C(=O)/C(=C/c2ccccc2)Sc2ccccc21,3,i,i,i,i,i,-1,-10,i,i,4
CSCCC(NC(=O)c1ccccc1Br)C(=O)N1CCC(C)CC1 (stereo not given),-6,i,i,i,i,i,2,-5,i,i,0
C/C(Cn1cnc([N+](=O)[O-])n1)=N\NC(=O)c1ccc(F)cc1,-13,i,i,i,i,i,1,1,i,i,0
CN1CCN(C(=O)C2=C[C@H](c3ccc(Br)cc3)C[C@H](OCCCCO)O2)CC1,-4,i,i,i,i,i,-2,-6,i,i,-4
COc1ccc(Cl)cc1NC(=O)CN1C(=O)CCS(=O)(=O)c2ccccc21,5,i,i,i,i,i,nt,-5,i,i,0
Cc1cccc(C)c1NC(=O)CN(C)C(=O)C1CCN(c2ncnc3sc(C)c(C)c23)CC1,19,i,i,i,i,i,-1,-19,i,i,-7
COc1cccc(/C=C(/C#N)c2ccc(F)cc2)c1OCc1cccc(C(=O)O)c1,-8,i,i,i,i,i,-2,-4,i,i,19
CCc1nc2ccccc2c(C(=O)OCC(=O)Nc2ccc(S(=O)(=O)N3CCOCC3)cc2)c1C,-1,i,i,i,i,i,-1,-12,i,i,-1
CCOc1ccc(N(CC(=O)NC2CCCCCC2)S(=O)(=O)c2ccccc2)cc1,-2,i,i,i,i,i,0,-8,i,i,1
CCSc1ccc([C@@H]2[C@@H]3C(=O)N(C)C(=O)[C@@H]3[C@]3(C(=O)OC)CCCCN23)cc1,-1,i,i,i,i,i,5,-13,i,i,3
Cc1nnc(SCC(=O)NNC(=O)c2ccccc2)n1-c1ccccc1,4,i,i,i,i,i,1,-3,i,i,-1
CC(NC(=O)CCCc1ccccc1)c1ccncc1 (stereo not given),3,i,i,i,i,i,9,-9,i,i,-2
CC1CCC(C(=O)NC(C(=O)N2CCc3ccccc3C2)C(C)C)CC1 (stereo not given),-3,i,i,i,i,i,-1,-7,i,i,2
COC(=O)[C@@]1(Cc2ccc(OC)cc2)[C@H]2c3cc(C(=O)N(C)C)[nH]c3C[C@H]2CN1C(=O)c1ccccc1,1,i,i,i,i,i,8,-8,i,i,2
Cc1ccc(NC(=O)CSc2ncc(S(=O)(=O)c3ccccc3)c(=O)[nH]2)cc1C,0,i,i,i,i,i,-6,-8,i,i,2
CC1(C)CC(=O)C(Sc2ccc(Br)cc2)=C(O)C1,nt,i,i,i,i,i,-1,0,i,i,2
COc1ccc(-c2nnc(SCC(=O)NC(C)c3ccccc3)o2)cc1 (stereo not given),-2,i,i,i,i,i,-1,-8,i,i,8
CCc1ccc(NC(=O)CSc2nnc(CNC(=O)c3cccs3)o2)cc1,5,i,i,i,i,i,0,-4,i,i,nt

# 2 entries from above, set out differently:
compound	Dyrk1A ADPGlo	KCNK9 inh	RGS4 act	RGS4 block	KCNK3 inh	KCNQ1 pot	GSK3 alpha inh	hERG rescue	KCNQ1 inh	PolyA inhibitor	GSK3beta inhib
COc1ccc(-c2nnc(SCC(=O)NC(C)c3ccccc3)o2)cc1 (stereo not given)	-2	i	i	i	i	i	-1	-8	i	i	8
CCc1ccc(NC(=O)CSc2nnc(CNC(=O)c3cccs3)o2)cc1	5	i	i	i	i	i	0	-4	i	i	nt

# These rows are one share of the data. The share of hits here may be higher or lower than overall.
